# Bioassay records: PubChem BioAssay, Sanford-Burnham Center for Chemical Genomics
# ATG4B inh: ATG4B (human) cysteine protease inhibition. Q9Y4P1. ATG4B cleavage of LC3-PLA2, NBD-HPC fluorescence, 1 h. inhibition, % at 8.33 µM. 340,000 tested, 0.51% active. AID 504462; in the data active means inhibition above about 40%
# Target sequence (Q9Y4P1 whole entry, looked up): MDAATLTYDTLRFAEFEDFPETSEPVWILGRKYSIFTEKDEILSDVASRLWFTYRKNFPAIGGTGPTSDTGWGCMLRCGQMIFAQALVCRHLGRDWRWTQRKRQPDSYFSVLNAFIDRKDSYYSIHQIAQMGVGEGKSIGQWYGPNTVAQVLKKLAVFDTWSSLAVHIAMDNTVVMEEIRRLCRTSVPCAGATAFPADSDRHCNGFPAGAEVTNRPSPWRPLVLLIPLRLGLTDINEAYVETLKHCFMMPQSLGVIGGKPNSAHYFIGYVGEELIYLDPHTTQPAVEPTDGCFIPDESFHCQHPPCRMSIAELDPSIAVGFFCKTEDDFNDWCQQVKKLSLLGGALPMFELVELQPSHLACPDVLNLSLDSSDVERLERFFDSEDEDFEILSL
# hIAP activ: human IAP activation; P09923; purified human IAP, CDP-Star luminescence, 30 min; active compounds read high; 1 = vehicle-only enzyme, 0 = enzyme-free background; activation factor at 10 µM; 330,000 tested, 0.16% active;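 active means activation factor of the enzyme at least 2-fold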; further: the source names both 10 and 20 µM as test concentration; values of inactives mirror those of a sister screen read the other way
# Target sequence (P09923 whole entry, looked up): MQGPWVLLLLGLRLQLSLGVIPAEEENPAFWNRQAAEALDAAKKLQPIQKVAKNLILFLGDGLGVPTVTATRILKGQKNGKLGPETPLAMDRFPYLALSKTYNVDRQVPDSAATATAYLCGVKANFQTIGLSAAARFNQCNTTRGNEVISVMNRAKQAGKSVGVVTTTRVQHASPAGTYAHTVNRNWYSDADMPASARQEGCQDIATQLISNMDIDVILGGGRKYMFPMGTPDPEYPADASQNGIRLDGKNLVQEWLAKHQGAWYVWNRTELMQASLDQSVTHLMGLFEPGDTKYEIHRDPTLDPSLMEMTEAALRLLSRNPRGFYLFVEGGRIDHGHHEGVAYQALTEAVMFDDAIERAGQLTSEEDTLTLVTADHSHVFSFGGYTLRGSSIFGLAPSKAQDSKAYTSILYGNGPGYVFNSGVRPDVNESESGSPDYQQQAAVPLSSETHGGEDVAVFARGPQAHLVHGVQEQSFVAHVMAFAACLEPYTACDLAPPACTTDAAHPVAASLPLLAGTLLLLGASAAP
# mIAP act: mouse IAP activation | muIAP, CDP-Star luminescence, 30 min; active compounds read high; 1 = vehicle-only enzyme signal, 0 = enzyme-free wells | activation factor at 10 µM | 330,000 tested, 0.24% active | AID 2805;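 active means activation factor of at least 2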; further: the source names both 10 and 20 µM as test concentration; values of inactives mirror those of a sister screen read the other way
#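 System: Mouse IAP enzyme | Also added: CDP-Star substrate | Dosing: Compounds dispensed in DMSO | Schedule: 30 min enzyme-substrate-compound incubation at room temperature | Technique: Chemiluminescence readout | Control set: DMSO-only wells and no-enzyme negative control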
# TIM10 inh: inhibits growth of TIM10 yeast strain. S. cerevisiae TIM10 strain growth, BacTiter-Glo luminescence, 24 h. inhibition, % at 10 µM. 330,000 tested, 1.4% active. AID 463195;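 active means inhibition of 40% or more at the single tested concentration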;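 further: wild-type TIM10 isogenic control strain grown at permissive 25 °C; 0% = DMSO yeast wells and 100% = minimal medium wells without yeast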
# mIAP block: mouse IAP inhibition; purified mouse IAP, CDP-Star luminescence, 30 min; inhibition, % at 10 µM; 330,000 tested, 0.2% active; AID 2806;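 active means inhibition of at least 40% at 10 µM in the primary screen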;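 further: plate controls were DMSO with enzyme for no effect and no enzyme wells for full effect; values of inactives mirror those of a sister screen read the other way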
# NLRP3 yeast inh: inhibitors of NALP3 inflammasome in yeast; inhibition, % at 10 µM; 330,000 tested, 0.39% active; Yeast reconstituted NLRP3/ASC/caspase-1, beta-gal luminescence, 24 h; AID 2825;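 active means inhibition of 50% or more; inactive means inhibition below 50%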;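 further: plate controls were induced DMSO wells for no effect and uninduced yeast grown without galactose for full effect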
# Apaf1 inhib: inhibitors of human Apaf-1 apoptosome | O14727 | reconstituted apoptosome caspase-3 activity, DEVD-Rh110 fluorescence | 330,000 tested, 0.71% active | inhibition, % at 20 µM; active means inhibition of at least 40% at 20 µM;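 further: plate controls were DMSO wells for no effect and DEVD-CHO caspase inhibitor wells for full effect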
#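 Material: reconstituted apoptosome with Apaf-1, cytochrome c, caspase-9, procaspase-3, dATP / Buffer or medium: pH 7.5 Hepes buffer with CHAPS, BSA, DTT / Also added: cytochrome c with DEVD-Rh110 / Schedule: compound with Apaf-1, dATP, procaspase-3 30 min, then 50 min reaction, room temperature / Technique: rhodamine 110 fluorescence at Ex 480/Em 540 nm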
# tim10-1 inh: inhibits growth of tim10-1 mutant yeast. 330,000 tested, 2.2% active. S. cerevisiae tim10-1 ts strain growth, BacTiter-Glo, 24 h. inhibition, % at 20 µM;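 active means inhibition of at least 40%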;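 further: mutant grown at 25 °C; 0% = DMSO wells with yeast and 100% = wells holding no yeast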
# hIAP block: blocks human intestinal alkaline phosphatase; P09923; purified IAP, CDP-Star luminescence, 30 min; inhibition, % at 10 µM; 330,000 tested, 0.12% active;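 active means inhibition reaching a set limit with compound at 10 µM in the primary screen, cut at about 35% in these data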;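 further: plate controls were DMSO wells with enzyme for no effect and no-enzyme buffer wells for full effect; values of inactives mirror those of a sister screen read the other way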
# Active calls of the source: *.
SMILES,ATG4B inh,hIAP activ,mIAP act,TIM10 inh,mIAP block,NLRP3 yeast inh,Apaf1 inhib,tim10-1 inh,hIAP block
Cc1ccc(C(=O)N2CCC3(CC2)NCCc2[nH]cnc23)cc1,4,0.97,0.99,7,1,1,-2,6,3
O=C(/C=C/c1ccc(Br)cc1)c1ccc(NC2=NCCCS2)cc1,17,1,0.86,52*,14,21,12,35,0
Cc1c(C#N)c2ncnc(-c3ccccc3)c2n1-c1ccccc1,-3,0.94,0.98,16,2,18,2,24,6
CCOc1ccccc1OCC(=O)Nc1ccc(S(=O)(=O)Nc2ncccn2)cc1,-5,1.1,1.1,-6,-15,-11,-1,-28,-10
Cc1c(NS(=O)(=O)c2cccc(C(=O)NCc3ccccc3Cl)c2)c(=O)n(-c2ccccc2)n1C,-1,0.87,1,5,-3,1,5,-9,13
CCc1ccc(NC(=O)C2CCN(S(=O)(=O)c3c(C)noc3C)CC2)cc1,-7,1.3,1.1,11,-13,-6,-9,22,-33
Cn1c(/C(C#N)=C(\O)c2ccc([N+](=O)[O-])s2)nc2ccccc21,-11,0.77,0.83,-18,17,5,0,3,23
O=C(CSc1nc2ccccc2o1)NC(=O)NCc1ccco1,-3,1.1,0.98,-2,2,10,2,7,-6
CC1=CC(=O)CC2C1(C)CCC(C)C2(C)CCC(C)CC(=O)O (centres undefined),5,1,0.98,2,2,24,6,17,0
Cc1ccc(OCC(=O)N(Cc2ccccc2)C2CCS(=O)(=O)C2)c([N+](=O)[O-])n1 (centres undefined),-2,0.89,0.98,-11,2,11,-4,-3,11
CC(C)c1onc(C(=O)Nc2cccnc2Cl)c1[N+](=O)[O-],10,0.91,1,19,-3,-8,-11,22,9
Cc1cc2ncc(S(C)(=O)=O)c(N)n2n1,-6,1.1,1.2,-19,-15,6,13,15,-8
Cc1ccc(/C=C2\SC(=S)N(CCC(=O)N3CCCCC3)C2=O)cc1,4,1.2,1,1,-2,17,16,2,-18
Cc1ccc(C(=O)NC2CC(C)(C)NC(C)(C)C2)cc1Cl,4,1.1,1,1,-3,12,10,5,-8
COC(=O)CN(C)C(=O)c1cccc(OC2CCN(S(=O)(=O)N(C)C)CC2)c1,-5,1.2,0.95,0,5,18,-7,5,-22
COc1ccc(NC(=S)Nc2cccc(S(=O)(=O)N3CCCCC3)c2)cc1,-12,1.2,0.89,6,11,13,0,17,-23
CCc1cccc(C)c1NC(=O)COC(=O)C1CCN(S(=O)(=O)c2ccccc2)CC1,-8,1.1,1,2,-1,-6,8,5,-15
COc1cccc(/C=N/Nc2nn3cnnc3c3ccccc23)c1,-22,0.95,0.89,2,11,-5,17,11,5
CCCCCOCC(O)CCC(=O)NN (centres undefined),-5,1.1,0.98,-1,2,3,1,5,-9
CN(Cc1ccccc1)C(=O)c1cc(=O)[nH]c2ccccc12,2,0.93,1,3,-4,12,-11,-6,7
COc1cc(NC(C)=O)c2ncccc2c1[N+](=O)[O-],0,1.1,0.98,-5,2,-6,18,0,-9
CN1CCc2nc(NC(=O)COc3ccc(C#N)cc3)sc2C1,6,0.89,1.1,7,-14,7,7,10,11
CCC(C)C(NC=C1C(=O)OC(C)(C)OC1=O)C(=O)O (centres undefined),-4,0.97,0.92,-6,8,-3,-14,11,3
CCC1(CC)C(=O)NC(=O)NC1=Nc1ccccc1,4,1.1,1.1,3,-10,12,4,9,-11

# Some of the entries above, set out differently:
O=C(CSc1nc2ccccc2o1)NC(=O)NCc1ccco1
  ATG4B inh: -3
  hIAP activ: 1.1
  mIAP act: 0.98
  TIM10 inh: -2
  mIAP block: 2
  NLRP3 yeast inh: 10
  Apaf1 inhib: 2
  tim10-1 inh: 7
  hIAP block: -6
CCCCCOCC(O)CCC(=O)NN (centres undefined)
  ATG4B inh: -5
  hIAP activ: 1.1
  mIAP act: 0.98
  TIM10 inh: -1
  mIAP block: 2
  NLRP3 yeast inh: 3
  Apaf1 inhib: 1
  tim10-1 inh: 5
  hIAP block: -9
Cc1c(NS(=O)(=O)c2cccc(C(=O)NCc3ccccc3Cl)c2)c(=O)n(-c2ccccc2)n1C
  ATG4B inh: -1
  hIAP activ: 0.87
  mIAP act: 1
  TIM10 inh: 5
  mIAP block: -3
  NLRP3 yeast inh: 1
  Apaf1 inhib: 5
  tim10-1 inh: -9
  hIAP block: 13

# The list continues.
SMILES,ATG4B inh,hIAP activ,mIAP act,TIM10 inh,mIAP block,NLRP3 yeast inh,Apaf1 inhib,tim10-1 inh,hIAP block
CC(=O)Nc1cccc(/C(C)=N/N2C(C)CCCC2C)c1 (centres undefined),-4,0.96,1.1,-5,-10,0,3,22,4
CCCCCCc1nc2ccccc2c(=O)n1NC(=O)c1c(O)c2c(n(CC(C)C)c1=O)CCCC2,-3,0.94,0.8,7,20,1,12,0,6
CCN(CC)c1ccc(C=C2C(=O)OC(c3ccccc3)OC2=O)cc1 (centres undefined),3,1,1,-28,-3,19,2,-9,0
Cc1occc1-c1nnc(SCC(=O)Nc2ccccc2)n1CCc1ccccc1,-1,1,1.1,29,-5,13,15,24,-5
O=C1CCCC/C1=C/NCc1ccccc1,-2,0.95,1,7,-5,-9,-7,9,5
COc1ccc(-c2nc(-c3ccc(C(=O)O)cc3)no2)cc1,-5,0.97,0.97,11,3,27,-6,19,3
CCOC(=O)c1oc2ccc(Br)cc2c1CSc1nnc(C)s1,64*,0.99,0.91,12,9,31,8,12,1
CC(C)Cc1nc(SCC(=O)N2CCCC2)c2c(=O)n(C)c(=O)n(C)c2n1,0,0.9,0.94,-6,6,18,8,17,10
O=C(COC(=O)c1cc(Br)ccc1O)NNC(=O)c1cccs1,-3,0.97,0.87,1,13,2,-1,-21,3
NS(=O)(=O)c1cccc(NC(=O)CCC(=O)c2cccs2)c1,-7,1,0.97,9,3,15,2,1,-4
COc1ccc(NC(=S)NCCc2ccccc2)c(C)c1,-5,1,1,-14,-2,15,5,19,-2
COc1ccc(CCN(C)C(=S)Nc2cccc(C)c2)cc1OC,10,1.1,1,6,-5,6,10,6,-13
COc1cc(C)ccc1NC(=O)c1ccc(S(=O)(=O)N2CCOCC2)cc1,-9,1,1,8,0,12,5,22,-2
Cn1c(CC(=O)Nc2ccccc2)nnc1SCC(=O)Nc1ccc(N2CCOCC2)cc1,-6,1.1,1,-12,-2,1,8,6,-9
CCOC(=O)c1c(NC(=O)COC(=O)/C=C/c2ccccc2)sc(C(=O)NC)c1C,-10,0.98,1,15,-1,9,1,-3,2
CCO[C@H]1OC(C(N)=O)=C[C@@H](c2ccc(Br)cc2)[C@@H]1CCCO,2,1.1,0.97,-1,2,9,-1,5,-5
Cc1ccc(CN2CCN(Cc3ccc(C)s3)CC2CCO)cc1 (centres undefined),-1,0.9,1,-1,0,9,5,11,10
COc1ccc(S(=O)(=O)N2CCN(c3ccccc3)CC2)cc1,-5,0.99,1,15,-3,16,-2,19,1
CCOC(=O)c1cnn(-c2nc(SC)nc3sc4c(c23)CCCC4)c1N,0,0.8,0.96,21,4,17,11,25,20
COc1ccccc1N1CCN(CCc2n[nH]c(=S)n2-c2ccccc2)CC1,6,1,1,-16,0,0,-15,0,0
COc1ccccc1NS(=O)(=O)c1cc(NC(=O)C2=NNC(=O)CC2)ccc1C,2,1,1.1,-2,-7,4,30,-7,-2
CNC(=S)NC(CC(=O)OC)c1ccc2c(c1)OCO2 (centres undefined),-28,0.94,0.96,-21,4,-9,-7,10,6
COC(=O)C1=C(C)Nc2ncnn2C1c1cccnc1 (centres undefined),1,0.96,0.94,6,6,-4,-8,2,4
Fc1ccccc1/C=N/n1c(C2CCCCC2)n[nH]c1=S,-2,0.94,0.87,48*,13,15,10,43*,6
CN(NS(=O)(=O)c1ccccc1)c1nc2ccccc2nc1C(F)(F)F,0,0.97,0.91,7,9,4,6,19,3
Cc1cc(OC(C(=O)O)c2ccccc2)c2c(C)c(Cc3ccccc3)c(=O)oc2c1 (centres undefined),2,0.89,0.93,-3,7,13,-4,11,11
N#Cc1ccc(CN2CCN(C(=O)CNC(=O)Cc3cccc4ccccc34)CC2)cc1,-13,1,0.94,2,6,22,8,20,-5
Cc1ccc(C(=O)NNC(=O)C(C)Oc2ccc3ccccc3c2)o1 (centres undefined),-9,1.6,0.97,0,3,14,1,10,-65
Cc1nc(SCC(=O)NC2CCS(=O)(=O)C2)c2c3c(sc2n1)CCC3 (centres undefined),-6,0.82,0.96,-7,4,19,-7,11,18
CC(C)Oc1ccc(C(CC(=O)O)NC(=O)C(Sc2ccccc2)c2ccccc2)cc1 (centres undefined),2,1,1.1,-10,-6,14,6,2,-4
COc1ccc(C2N(C(=O)CN3CCCC3)CCCN2S(=O)(=O)c2ccccc2)cc1 (centres undefined),-7,1,1,-7,-2,12,4,12,-2
CCOC(=O)NC(=O)/C(C#N)=C\c1ccccc1,-2,0.94,1,16,-1,8,-1,3,6
CC(CN1CCC(n2nccc2NC(=O)CCCc2ccccc2)CC1)c1ccccc1 (centres undefined),-12,2*,1.8,8,-79,4,-3,7,-104
C[C@H](CO)N1C[C@H](C)[C@@H](CN(C)S(=O)(=O)c2cccs2)Oc2ccc(NS(=O)(=O)c3ccc(F)cc3)cc2C1=O,-7,0.98,1.1,-2,-7,11,10,-4,2
O=C(CSc1ccc(F)cc1)Nc1ccccc1N1CCOCC1,1,1,1,-1,-5,11,16,11,-5
CC(Sc1ncccn1)C(=O)Nc1ccc2c(c1)OCCO2 (centres undefined),4,1.2,0.95,4,5,3,-1,13,-21
CCOC(=O)c1cc(-c2ccccc2)n(CCC(=O)NC(C)CC)c1C (centres undefined),5,0.97,0.97,12,3,-7,-19,25,3
O=C(Cn1c2ccccc2c2nc3n(c(=O)c21)CCS3)Nc1ccccc1C(F)(F)F,3,0.99,1,8,-3,5,-9,21,1
COc1cc(C)c(NC(=S)Nc2cccc(Cl)c2C)cc1OC,1,0.95,0.97,13,3,0,4,19,5
O=C(Cc1ccc(F)cc1)N/N=C/c1ccccn1,5,0.9,0.99,0,1,21,-10,8,10
Cc1noc(C)c1S(=O)(=O)N(CC(=O)N1CCn2c1nc1ccccc12)c1ccc(C(C)C)cc1,-1,0.91,0.91,3,9,7,3,10,9
C/C(CC(=O)Nc1ccc(Cl)cc1Cl)=N\NC(=O)c1ccncc1,-4,0.97,0.91,16,9,4,-22,26,3
CC(C)[C@H](NC(=O)C1CCN(S(=O)(=O)c2ccc(F)cc2)CC1)C(=O)NCc1ccncc1,0,1,0.98,-4,2,4,-2,21,-2
Cc1cccc(NC(=O)c2cc[n+]([O-])cc2)c1C,-6,1.1,1.1,-11,-6,-10,1,9,-10
CC(=O)c1ccc(NS(=O)(=O)c2ccc(N/C=C/C(=O)c3ccc(F)cc3)cc2)cc1,-3,0.87,0.98,1,2,14,-2,-12,13
CC(=O)N1CCOc2ccc(S(=O)(=O)NCC3CCC(C(=O)Nc4ccc(C)cn4)CC3)cc21 (centres undefined),1,1.1,1,-5,-2,1,-1,-7,-14
O=c1[nH]cnc2c1ncn2Cc1ccc([N+](=O)[O-])cc1,-4,0.99,1,-2,-4,6,5,23,1
Cc1ccc(S(=O)(=O)NCCCNC(=O)c2ccccc2)cc1,-1,0.97,0.93,-2,7,-14,2,0,2
CCn1c(C(=O)OC)cc2c1ccn2-c1ccc(F)cc1,11,0.94,1.1,17,-6,26,28,35,6
CCOC(=O)c1c(-c2ccc(C)o2)csc1NC(=O)CSc1ncn[nH]1,-8,1,0.86,21,14,15,-10,25,-4
CCOC(=O)CCC(=O)NNC(=O)c1ccc(NC(=O)c2ccccc2)cc1,-7,0.94,0.91,2,9,7,-14,16,6

# Not a hit list, and some 4.5% of all compounds hit somewhere here.
